Screens from PubChem.
TAAR1 ag: human TAAR1 agonism; CHO RD-HGA16 TAAR1, Fluo-8 calcium fluorescence; vehicle wells 0%, saturating PEA agonist 100%; activation, % at 3 µM; 360,000 compounds, 0.99% hits; AID 624467;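 active means activation above the mean activation of all test compounds in the run plus 3 SD, cut at about 38% in these data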
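Assay system – CHO-derived RD-HGA16 cells with stable Gα16 and human TAAR1 · Compound dosing – one-point dosing at 3 µM (nominal) · Incubation – 17-24 h seeding, 75 min 37 °C dye, 30 min RT · Measured by – kinetic Fluo-8 calcium fluorescence · Control set – DMSO vehicle as 0%, PEA at EC100 as 100% · Repeats – single well for each compound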
CHRM1 antagonist: human CHRM1 antagonism. P11229. AID 588852. 360,000 compounds, 1.3% hits. CHO-K1 hM1, Fluo-8 calcium fluorescence, ACh EC80 antagonist. inhibition, % at 3 µM;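 active means percent inhibition above its own plate's cutoff, namely the mean of that plate's compound wells plus 3 SD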;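 further: peak over basal fluorescence ratio during 140 s after agonist addition; 0% = ACh EC80 plus DMSO and 100% = DMSO alone without agonist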
M4 antag: blocks acetylcholine activation of human M4 receptor | 360,000 compounds, 0.73% hits | inhibition, % at 3 µM | CHO-hM4 cells, ACh EC80, Fluo-8 calcium fluorescence;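 active means inhibition above its plate's cutoff, the mean inhibition of sample wells plus 3 SD, cut at about 27% in these data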;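 further: 0% = acetylcholine EC80 with DMSO and 100% = DMSO without agonist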
Target sequence (P08173 whole entry, looked up): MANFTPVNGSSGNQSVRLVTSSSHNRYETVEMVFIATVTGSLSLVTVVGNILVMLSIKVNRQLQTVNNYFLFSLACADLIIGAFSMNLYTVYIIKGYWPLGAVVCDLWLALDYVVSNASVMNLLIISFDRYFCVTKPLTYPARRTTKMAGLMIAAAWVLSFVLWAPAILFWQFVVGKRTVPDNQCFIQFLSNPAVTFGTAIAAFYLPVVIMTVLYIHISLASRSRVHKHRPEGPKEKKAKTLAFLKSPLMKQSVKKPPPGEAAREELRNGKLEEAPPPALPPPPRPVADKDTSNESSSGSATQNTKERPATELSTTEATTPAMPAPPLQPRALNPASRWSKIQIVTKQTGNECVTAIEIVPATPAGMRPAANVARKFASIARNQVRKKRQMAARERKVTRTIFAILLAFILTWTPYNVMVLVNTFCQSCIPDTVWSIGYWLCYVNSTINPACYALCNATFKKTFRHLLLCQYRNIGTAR
CHRM4 agonist: CHRM4 agonism in calcium assay. P08173. CHO-K1 hM4/Gqi5, Fluo-8 calcium fluorescence; vehicle 0%, full acetylcholine response 100%. activation, % at 3 µM. 360,000 compounds, 0.14% hits. AID 624127;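 active means activation above the run mean over all test wells plus 3 SD, cut at about 32% in these data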;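 further: peak over basal fluorescence ratio per well then scaled between controls; 0% = DMSO wells and 100% = acetylcholine at EC100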
CHRM5 agonist: agonists of human muscarinic M5 receptor (CHRM5) | CHO-K1 hM5 cells, Fluo-8 calcium fluorescence; 0% DMSO wells, 100% maximal acetylcholine response | AID 624037 | 360,000 compounds, 0.19% hits | P08912 | activation, % at 3 µM;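 active means activation above the run's mean over test compounds plus 3 SD, cut at about 23% in these data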;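 further: signal is peak over basal fluorescence ratio across the kinetic read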
Target sequence (P08912 whole entry, looked up): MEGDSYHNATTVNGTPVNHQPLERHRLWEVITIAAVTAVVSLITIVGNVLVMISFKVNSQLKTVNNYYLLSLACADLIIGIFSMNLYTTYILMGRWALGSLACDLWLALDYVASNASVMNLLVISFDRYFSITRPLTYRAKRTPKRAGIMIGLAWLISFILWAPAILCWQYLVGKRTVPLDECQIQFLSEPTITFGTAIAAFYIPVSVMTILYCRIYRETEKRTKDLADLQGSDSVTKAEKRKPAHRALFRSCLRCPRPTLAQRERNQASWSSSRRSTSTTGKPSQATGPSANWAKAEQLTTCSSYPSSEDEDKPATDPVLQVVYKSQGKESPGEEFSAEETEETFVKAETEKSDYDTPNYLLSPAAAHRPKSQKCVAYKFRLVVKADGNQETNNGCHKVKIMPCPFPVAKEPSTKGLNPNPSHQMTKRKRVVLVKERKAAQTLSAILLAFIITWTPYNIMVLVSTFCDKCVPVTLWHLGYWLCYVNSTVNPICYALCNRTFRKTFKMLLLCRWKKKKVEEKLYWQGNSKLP
M5 PAM: CHRM5 positive allosteric modulation | 360,000 compounds, 0.3% hits | CHO-K1 hM5, Fluo-8 calcium, ACh EC20 PAM; 0% = ACh EC20, 100% = ACh EC100 | activation, % at 3 µM | P08912;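 active means activation above the run cutoff, the mean activation of all test compounds plus 3 SD, cut at about 18% in these data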
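System: CHO-K1 hM5 cells. Reagent: acetylcholine, EC20 level. Compound dosing: single dose, 3 µM nominal final test concentration. Timing: Post-acetylcholine fluorescence recording 140 s. Detection: Fluo-8 calcium fluorescence. Read-out: % activation, ACh-normalized. Benchmarks: ACh EC20 and EC100 wells. Repeats: singlicate, one well per test compound.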
CHRM1 PAM: positive allosteric modulators of human M1 muscarinic receptor; P11229; CHO-K1 hM1, Fluo-8 calcium fluorescence, ACh EC20; 0% = ACh EC20, 100% = maximal ACh; activation, % at 3 µM; 360,000 compounds, 0.088% hits; AID 588819; in the data active means activation above about 19%, passing the limit was not always enough
CHRM5 antagonist: blocks acetylcholine activation of human M5 receptor. inhibition, % at 3 µM. P08912. CHO-hM5 cells, Fluo-8 calcium fluorescence, ACh EC80. 360,000 compounds, 0.59% hits;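 active means inhibition above a per-plate cutoff, the mean of that plate's test compounds plus 3 SD, cut at about 27% in these data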;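 further: 0% = acetylcholine EC80 with DMSO and 100% = DMSO without agonist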
CHRM1 agonist: agonists of human M1 muscarinic receptor; P11229; CHO-K1 hM1, Fluo-8 calcium fluorescence, agonist mode; 0% DMSO, 100% acetylcholine EC100; activation, % at 3 µM; 360,000 compounds, 0.33% hits;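 active means activation above the run's mean compound activation plus 3 SD, cut at about 16% in these data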;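 further: peak over basal fluorescence ratio within a 140 s kinetic read after compound addition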
An asterisk follows results filed as active; · = not tested or not shown.

Each structure is followed by: TAAR1 ag, CHRM1 antagonist, M4 antag, CHRM4 agonist, CHRM5 agonist, M5 PAM, CHRM1 PAM, CHRM5 antagonist, CHRM1 agonist
1) CC(C)CNc1nc(Oc2ccc(=O)n(C)n2)nc(N2CCOCC2)n1
  5, 0, -12, 0, -3, 1, 4, -14, -2
2) N#Cc1nc(-c2ccc(OCc3ccccc3)cc2)oc1NCCCN1CCOCC1
  13, 19, 13, 23, -2, -22, -3, 23, 12
3) COc1ccccc1OCC(=O)Nc1c2c(nn1-c1ccc(F)cc1)CS(=O)(=O)C2
  2, -12, -1, 1, -1, 3, 13, -10, -2
4) COc1ccc(-c2nnc(OCc3ccccc3)c3ccccc23)cc1
  2, 1, -1, -2, -5, -5, 0, 4, -6
5) CCCN(C(=O)COc1ccc(C(C)=O)cc1OC)C1CCS(=O)(=O)C1 (stereo not drawn)
  9, 12, 4, 0, 0, 1, 2, 4, -3
6) Cc1cc(NC(=O)C(Cl)Cl)cc2c1OCO2
  1, -7, -5, 2, 1, 5, 4, 2, -3
7) Cc1cccc(C(=O)Nc2nnc(S(=O)(=O)N3CCOCC3)s2)c1
  1, -1, -1, 1, -1, -3, 4, 5, 2
8) NC(=S)Nc1c(Cl)cccc1Cl
  2, -8, -14, 1, 1, 14, 4, -5, -4
9) CCCn1c(CN(C)Cc2ccccc2)nc2c1c(=O)n(C)c(=O)n2C
  12, 3, -1, 10, 6, -14, -3, 9, 1
10) COc1ccc(OCC2CCCN(Cc3nc(CC4CC4)no3)C2)cc1 (stereo not drawn)
  2, -20, 7, 1, -3, -3, 11, 6, -4
11) O=C(N[C@@H]1C/C=C\C[C@@H](CC(=O)N(CCO)Cc2ccccc2)C(=O)N[C@H](Cc2ccccc2)COC1=O)OCC1c2ccccc2-c2ccccc21
  1, 1, 15, 1, 1, 0, 1, 2, -10
12) Cc1nnc(Nc2ccc3c(c2)ncn3C)c2ccccc12
  0, 6, 2, 0, 0, -2, 3, 0, -4
13) O=C(Nc1cc(Cl)ccc1N1CCOCC1)c1ccc2c(c1)OCCO2
  3, -5, 2, 2, 1, -1, 8, -4, -2
14) Cc1nn(-c2ccccc2)c(C)c1C(=O)OCC(=O)NC12CC3CC(CC(C3)C1)C2
  ·, 2, 15, -1, -4, -4, -2, 3, -6
15) CC(=O)N[C@@H](Cc1ccc(O)cc1)CN1C(N)=NC[C@@H]1CC(C)C
  5, -8, 9, 1, 2, 3, 6, 3, -6

2 records drawn at random from the list so far:
Each structure is followed by: TAAR1 ag, CHRM1 antagonist, M4 antag, CHRM4 agonist, CHRM5 agonist, M5 PAM, CHRM1 PAM, CHRM5 antagonist, CHRM1 agonist
9) CCCn1c(CN(C)Cc2ccccc2)nc2c1c(=O)n(C)c(=O)n2C
  12, 3, -1, 10, 6, -14, -3, 9, 1
12) Cc1nnc(Nc2ccc3c(c2)ncn3C)c2ccccc12
  0, 6, 2, 0, 0, -2, 3, 0, -4

More structures.
Each structure is followed by: TAAR1 ag, CHRM1 antagonist, M4 antag, CHRM4 agonist, CHRM5 agonist, M5 PAM, CHRM1 PAM, CHRM5 antagonist, CHRM1 agonist
16) CC1CCN(c2ccccc2NC(=O)c2cc([N+](=O)[O-])ccc2N2CCOCC2)CC1
  -2, -2, 1, 0, -1, -2, 5, 17, -2
17) NC(=O)c1ccsc1NC(=O)CSc1nnc2ccccn12
  9, -4, -15, 0, -3, 6, 2, -1, -7
18) COc1ccc(C(CC(=O)O)NS(=O)(=O)c2ccc(C)cc2)cc1 (stereo not drawn)
  4, -5, 12, 1, 1, 5, 4, -13, 3
19) CCOC(=O)COc1ccccc1/C=C1/NC(=O)NC1=O
  2, 0, 0, 0, -1, 4, 5, -3, -8
20) O=C(Nc1ccc(S(=O)(=O)N2CCCCC2c2cccnc2)cc1)c1ccccc1F (stereo not drawn)
  12, 0, -12, 12, -5, -12, -7, 7, -5
21) CSc1nnc(-c2cccc(C)c2)n1N
  16, -6, 3, 1, 0, 7, 5, -1, -2
22) O=C(Nc1ccc(Cl)cc1Cl)c1ccc(Br)o1
  13, -30, -9, -1, -2, -1, 20, 4, 0
23) Cc1ccc(NC(=O)C(C)OC(=O)Cn2cnc3ccccc3c2=O)cc1 (stereo not drawn)
  1, 3, 6, 1, 2, 0, 0, 9, -3
24) Cc1cn([C@H]2C[C@H](O)[C@@H](CNC(=O)[C@H](N)Cc3cccnc3)O2)c(=O)[nH]c1=O
  0, -4, -6, 0, -1, -3, 7, 13, -4
25) Cc1cccc(Nc2nnc(-c3ccc(C(=O)N4C[C@H]5C[C@H](C4)c4cccc(=O)n4C5)cc3)c3ccccc23)c1
  4, 4, 3, 0, -2, 0, 0, 17, -5
26) CC(C)Cc1nc2sc3c(NCc4ccco4)ncnc3c2c2c1COC(C)(C)C2
  -3, -9, -3, -1, -1, 6, 9, -7, -3
27) CN(C)S(=O)(=O)n1cc(/C=C(\NC(=O)c2ccccc2F)C(=O)N2CCOCC2)c2ccccc21
  12, -9, 4, 2, -5, -6, 22, 12, 5
28) CC(C)(C)NS(=O)(=O)c1ccc(OCC(=O)NCC2CCCO2)cc1 (stereo not drawn)
  3, -2, -8, 1, -4, -4, 1, 5, -2
29) O=c1c(-n2cncn2)c[nH]n1-c1cccc(Cl)n1
  5, -1, 4, 0, -2, 4, 7, 6, -4
30) CCN1CCN(c2ccc(S(=O)(=O)N3CCCCC3)cc2NC(=O)/C=C/c2ccc(F)cc2)CC1
  3, -18, -1, 3, 0, 7, 14, 4, -2

Along the list, from the results shown.
Entries 16 to 22 in CHRM5 antagonist read 17, -1, -13, -3, 7, -1, 4

Going on with the list:
Each structure is followed by: TAAR1 ag, CHRM1 antagonist, M4 antag, CHRM4 agonist, CHRM5 agonist, M5 PAM, CHRM1 PAM, CHRM5 antagonist, CHRM1 agonist
31) CC(C)(O)c1cc(=O)sc2nc3ccccc3n12
  4, -1, 12, 1, -1, -6, 7, 10, -3
32) COc1cccc(CC(=O)NN2C(=O)NC3(CCCCC3)C2=O)c1
  -1, -4, -12, 1, 0, 0, 6, -2, 1
33) CCOc1ccccc1NC(=O)COC(=O)C(Cc1ccccc1)NC(=O)c1ccco1 (stereo not drawn)
  14, 2, 1, 9, 3, -14, -1, 3, -3
34) Cn1c(=O)c(NC(=O)c2ccccc2)c2n(c1=S)CCCCC2
  3, -13, 7, 1, 1, 6, 11, -7, -2
35) CCn1c(=O)n(CC)c2cc(N3CCCC3)c(NC(=O)c3ccccc3C)cc21
  -5, -7, -8, 3, 0, -3, 0, 11, -9
36) CN(C)c1ccc(C(=O)OCC(=O)NCCNC(=O)COC(=O)c2ccc(N(C)C)cc2)cc1
  3, 3, 0, 0, -3, -4, -4, -9, -7
37) CCn1c(C(Cc2ccccc2)NC(=O)COC)nc2ccccc21 (stereo not drawn)
  -1, -14, -16, 1, 0, -3, 8, -3, -1
38) O=C1/C(=C/N(C(=O)c2ccco2)c2ccc(Cl)cc2)Sc2ccccc21
  ·, -2, 8, 6, 1, -7, -4, 14, -1
39) O=C(NC(=S)NNC(=O)c1ccco1)c1ccccc1
  7, -8, -3, 1, -4, 0, 7, 14, 2
40) CCNc1sc(C(=O)OCC)c(N)c1C#N
  10, -9, 0, 1, -4, 5, 8, 6, -3
41) COc1ccc(C(C)(C)C)cc1NC(=O)c1c(C)noc1C
  -2, -1, -5, -3, -4, 4, 4, -3, -7
42) CCc1ccc(OCC(=O)NC(=S)Nc2cccc(CO)c2)c(Br)c1
  16, -10, 1, 2, 3, -12, 0, 2, -2
43) COc1cccc(CN(C(=O)c2ccccc2Cl)C2CCS(=O)(=O)C2)c1 (stereo not drawn)
  2, -4, -5, 3, -4, -5, 3, 10, -2
44) O=S(=O)(NCC(Nc1ccccc1)c1ccccc1)c1ccc(Cl)cc1 (stereo not drawn)
  -1, 17, 8, -1, -4, -17, -12, 9, -6
45) Cc1nn(-c2ccccc2)c(C)c1[N+](=O)[O-]
  4, 3, 6, 1, -7, 3, 2, 8, -3
46) CCCCN(C(=O)c1ccco1)c1nnc(-c2cc(OC)c(OC)c(OC)c2)s1
  11, -5, 1, 1, 0, -4, 11, 0, -3
47) O=C(c1cc2nc(C3CC3)cc(C(F)F)n2n1)N1CCOCC1
  -1, -9, -5, 1, 0, -3, 5, -2, 3
48) O=S(=O)(c1ccc(Cl)cc1)c1nc(-c2ccccc2F)oc1NCCN1CCOCC1
  ·, -13, 9, 3, -3, -4, 6, 12, -4
49) Cc1ccccc1Cc1c(C)nc2ncnn2c1C
  11, 2, 0, 1, 0, 0, 7, 4, -6
50) CC(=O)NC1(c2ccc(F)cc2)CCN(C(=O)Nc2ccc(F)cc2F)CC1
  0, 1, 6, 1, -2, -2, 2, 0, -2
51) CCCNc1nc2c(c(=O)n(C)c(=O)n2C)n1CCc1ccccc1
  5, -1, 5, -1, 1, 4, 5, -4, -2
52) CCOc1ccc(S(=O)(=O)Nc2ccncc2)c(C)c1C
  0, -12, -2, 1, -3, 5, 10, -4, -6
53) O=C(Nc1ccc(Oc2cccnc2)cc1)c1ccc([N+](=O)[O-])cc1
  12, -12, -21, 9, 2, -6, 6, 0, -3
54) COc1cc(NC(=O)C2=C(C)OCCS2)c(Cl)cc1C(=O)NCCCN1CCCC(C)C1 (stereo not drawn)
  1, -14, -2, 1, -3, -2, 2, 3, -9
55) COc1ccc(OCC(=O)Nc2nc3c(s2)CCCC3)cc1
  0, 3, -2, 4, -1, -3, -3, 2, -4
56) CCc1cccc(NC(=O)CN(C)S(=O)(=O)c2cccc3nsnc23)c1
  3, -2, -7, 4, -9, -2, 2, -4, -3
57) Cc1cc(C)nc(NS(=O)(=O)c2ccc(NC(=O)C3(c4ccc([N+](=O)[O-])cc4)CCCC3)cc2)n1
  63*, 15, 8, 11, 19, 5, 8, 3, 24*
58) COc1cccc(CNC2CCCC2)c1
  ·, 1, -5, 0, -3, 4, 1, 0, -2
59) Cc1ccc(NC(=O)CSc2nnc(-c3cccs3)o2)cc1S(=O)(=O)N1CCCCC1
  1, -4, 8, 1, 1, 3, 5, 0, -4
60) Cc1cccc(C)c1OCC(=O)NNC(=O)CCCn1c(=O)oc2ccccc21
  16, -4, -2, 2, 1, -6, 4, 10, -4
61) O=S(=O)(NCC1NCCc2ccccc21)c1ccccc1 (stereo not drawn)
  5, 6, -9, 1, -5, 1, -3, 4, -12

This is a subset (hit frequency here may not be typical).
